PKA-R2B act = activates the human PKA-R2B holoenzyme complex | P22694+P31323 | PKA-R2B holoenzyme dissociation, Cy5-IP20 fluorescence polarization; R2B truncated from residue 108, S112A mutant; 0% DMSO only, 100% 113 µM cGMP | activation, % at 11.4 µM | 0.079% of 340,000 active;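 active = activation above a cutoff set at the mean over all compounds plus 3 SD, cut at about 18% in these data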;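 note: higher means more holoenzyme dissociation and a rise in polarization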
Target sequence (P31323 whole entry, looked up, other chains not shown, the tested form may be a part): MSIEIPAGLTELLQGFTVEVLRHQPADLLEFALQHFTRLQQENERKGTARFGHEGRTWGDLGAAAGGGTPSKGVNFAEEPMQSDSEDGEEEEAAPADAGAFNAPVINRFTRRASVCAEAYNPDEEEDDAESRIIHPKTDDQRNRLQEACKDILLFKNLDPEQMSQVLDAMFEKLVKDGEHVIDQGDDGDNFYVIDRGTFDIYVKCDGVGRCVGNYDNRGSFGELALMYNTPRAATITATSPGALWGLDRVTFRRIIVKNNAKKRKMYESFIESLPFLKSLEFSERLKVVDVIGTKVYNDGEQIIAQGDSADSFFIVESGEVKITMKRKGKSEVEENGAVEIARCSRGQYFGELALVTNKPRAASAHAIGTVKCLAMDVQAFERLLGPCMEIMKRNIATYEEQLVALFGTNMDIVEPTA
PfHsp90 set2 = inhibits growth of yeast expressing Plasmodium falciparum Hsp90. S. cerevisiae expressing PfHsp90, BacTiter-Glo ATP, 48 h; yeast lacking PDR1 and PDR3 efflux regulators. inhibition, % at 9.4 µM. 0.32% of 310,000 active. AID 504621;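 active = every replicate shows inhibition above about 80%, whatever the replicate mean, limit read from the data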;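 note: 0% = DMSO neutral controls and 100% = 20 µM radicicol positive controls; yeast relying on Plasmodium falciparum Hsp90 in place of its own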
SUMO Mot1 rescue = blocks SUMOylation pathway, rescuing yeast Mot1-301 growth | growth rescue, % at 18.8 µM | 1% of 320,000 active | AID 2716 | S. cerevisiae Mot1-301 growth rescue, ATP luminescence, 38.5C; percent above DMSO median, 100 means doubled;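 active = every valid replicate shows activation above 250% relative to neutral control wells; inactive = the rest, any valid replicate at or below 250%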;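 note: OY570 slx delta 5 strain wells were the positive control but not used for scaling; some compounds called inactive have numbers as strong as hits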
AddAB inh = less growth of phage-infected E. coli with AddAB; E. coli expressing H. pylori AddAB, absorbance growth; AID 435030; inhibition, % at 11.9 µM; 0.29% of 330,000 active; in the data active = inhibition above about 12%;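 note: 0% = vehicle wells of infected cells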
PKA-R1A act = activates the PKA-R1A holoenzyme complex; activation, % at 11.4 µM; PKA-R1A dissociation, Cy5-IP20 fluorescence polarization; scaled: DMSO 0%, 113 µM cGMP 100%; 0.083% of 340,000 active; P00514+P68181;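 active = percent activation above the mean of all tested compounds plus 3 SD, cut at about 19% in these data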;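 note: higher means more PKAc released from R1A so a rise in polarization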
OPRM1-OPRD1 ag = OPRM1-OPRD1 heterodimerization agonism; cells, luminescence; activation, % at 9.3 µM; 0.3% of 340,000 active; AID 504326; in the data active = activation above about 18%;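 note: 0% = vehicle-treated cells and 100% = reference agonist; values of inactives mirror those of a sister screen read the other way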
HTR5A inv ag = inverse agonist of human HTR5A in OPRM1-OPRD1 counter-screen | P47898 | HTR5A cell line, luminescence, inverse agonism | inhibition, % at 9.3 µM | 0.083% of 340,000 active | AID 504634; in the data active = inhibition mostly above about 23%, no sharp cut-off; inactive = mostly below about 18%;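 note: 0% = cells with DMSO and 100% = no-cell wells with DMSO; some compounds called inactive have numbers as strong as hits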
Target sequence (P47898 whole entry, looked up): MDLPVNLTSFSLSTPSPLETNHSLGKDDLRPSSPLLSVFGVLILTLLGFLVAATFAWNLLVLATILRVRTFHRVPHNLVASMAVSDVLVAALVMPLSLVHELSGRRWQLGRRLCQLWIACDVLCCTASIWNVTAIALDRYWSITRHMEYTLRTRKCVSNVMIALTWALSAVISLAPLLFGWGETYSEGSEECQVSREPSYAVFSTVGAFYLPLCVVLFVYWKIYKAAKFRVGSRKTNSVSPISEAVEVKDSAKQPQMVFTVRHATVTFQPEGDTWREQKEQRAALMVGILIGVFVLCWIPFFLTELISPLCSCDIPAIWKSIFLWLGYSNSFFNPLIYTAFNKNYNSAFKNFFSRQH
OPRM1-OPRD1 inv = mu-delta opioid heterodimer inverse agonism; P35372+P41143; cell-based MOR-DOR heterodimer luminescence; inhibition, % at 9.3 µM; 0.21% of 340,000 active; AID 504357; in the data active = inhibition above about 22%, passing the limit was not always enough;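 note: 0% = cells with DMSO and 100% = wells without cells with DMSO; values of inactives mirror those of a sister screen read the other way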
Ecoli viability = reduces bacterial viability in AddAB counter-screen. E. coli V3065 growth, OD600 absorbance, 18 h. inhibition, % at 11.9 µM. 0.27% of 330,000 active;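 active = inhibition above the campaign's mean inhibition across all tested compounds plus 3 SD, cut at about 9.9% in these data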;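 note: uninfected addAB+ strain grown without phage in ampicillin broth; 0% = DMSO wells and 100% = ciprofloxacin 0.95 µg/ml wells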
phage Ecoli inh = E. coli growth loss with phage present. growth absorbance. inhibition, % at 11.9 µM. 0.26% of 360,000 active; in the data active = inhibition above about 11%
Tat export inh = E. coli Tat transport inhibition; inhibition, % at 10 µM; 0.036% of 340,000 active; E. coli MC4100 TorA-mCherry Tat export, fluorescence;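 active = mean replicate inhibition at least 50% and at least half of replicates individually reaching 50%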;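 note: exported cargo escapes ClpAP degradation while cytoplasmic cargo is degraded and loses fluorescence; 0% = median of neutral control wells and 100% = median of NaSCN control wells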
* marks the source's active call; other numbers are inactive results; / = no result given.

SMILES	PKA-R2B act	PfHsp90 set2	SUMO Mot1 rescue	AddAB inh	PKA-R1A act	OPRM1-OPRD1 ag	HTR5A inv ag	OPRM1-OPRD1 inv	Ecoli viability	phage Ecoli inh	Tat export inh
Fc1cccc(CCN2CCN=C2Nc2ccccc2)c1	-2	-3	-8	2.4	-9	-1.9	-10	11	-0.3	3.5	-4
COc1ccc(OC)c(NC(=O)CSc2nc(=O)n(Cc3ccccn3)c3c2CCC3)c1	-8	/	30	-2.7	-1	-3.0	4	16	-1.5	4.0	4
Cc1ccc(-n2ncc3c(=O)[nH]c(SCC(=O)N4CCN(c5ccccc5)CC4)nc32)cc1	-11	-1	-5	0.2	-3	-1.5	-25	9	-2.6	1.9	-2
CC(C)(C)c1ccc(NC(=S)NCc2cccnc2)cc1	-15	36	-5	5.7	-7	-2.5	15	13	5.7	5.3	4
O=C(CC1CCCCC1)N1CCCC(c2nc(-c3ccc(S(=O)(=O)N4CCCC4)cc3)no2)C1 (stereo unspecified)	-6	1	25	-2.1	-8	0.1	-6	-1	-0.4	2.8	3
CC(C)(C)CN1CCC(Oc2cccc(C(=O)N3CCNC(=O)C3(C)C)c2)CC1	-3	5	-2	2.7	1	-1.8	4	9	0.1	4.0	1
COc1cc(C=NOC(=O)Nc2ccccc2)cc(OC)c1OC	3	-7	/	/	-7	-3.2	-7	16	/	0.7	-17
CC(=O)c1ccc(N2CCN(C(=O)CCCn3c(=S)[nH]c4cc5c(cc4c3=O)OCO5)CC2)cc1	-6	/	298*	3.3	-11	-0.8	2	4	-1.1	3.1	-4
COc1ccc(-n2cc(-c3ccccc3)c3c(N4CC(C)OC(C)C4)ncnc32)cc1 (stereo unspecified)	-1	33	-22	0.6	-7	7.1	7	-37	0.5	0.2	12
CCCCCCC(=O)NNC(=O)CC(=O)Nc1ccccc1C(=O)O	5	26	-22	1.5	1	-2.3	-30	12	1.0	2.5	1
N#Cc1c(N)n(CCNC(=O)c2ccc(Cl)cc2)c2nc3ccccc3nc12	-13	23	-16	2.7	2	-1.4	-39	8	-1.9	2.9	1
O=C(NNC1CC(=O)N(c2ccc(F)cc2)C1=O)c1cccnc1 (stereo unspecified)	12	10	-4	2.1	-13	-2.4	-33	12	-1.0	1.4	-1
CCOC(=O)COc1ccc2c(=O)c(-c3ccccc3OC)coc2c1	8	-11	51	-1.7	4	-1.6	10	8	0.7	-0.1	0
O=C(CCc1nnc2ccc(NCc3ccco3)nn12)Nc1cc(F)ccc1F	-4	9	-12	1.4	7	0.0	1	0	1.4	0.7	-1
c1ccc(OCCCn2ccnc2)cc1	-1	16	-3	2.0	-10	-2.0	-8	10	0.3	1.3	9
O=C(CN1CCN(c2ccccn2)CC1)Nc1cc(C(F)(F)F)ccc1Cl	-1	-6	-4	4.5	0	6.5	18	-32	2.1	1.8	8
O=C(CSCc1cccc(Cl)c1)Nc1ccccc1-c1ccccc1	-3	-21	-10	3.8	-16	7.5	-12	-41	-1.5	2.8	1
Cc1sc2ncn(CC(=O)NCCCC(=O)Nc3ccc(C(C)C)cc3)c(=O)c2c1C	-6	5	-7	0.6	7	1.0	5	-8	-1.2	-0.9	3
COc1ccc(NC(=O)c2sc3ncn(CC(=O)N4CCN(c5ccccn5)CC4)c(=O)c3c2C)cc1OC	3	-17	-18	3.2	0	-2.5	-2	13	-0.4	3.4	3
CC(=O)N1CCN(C(=O)C(Cc2c[nH]c3ccccc23)NC(=O)c2ccccc2Cl)CC1 (stereo unspecified)	5	1	51	3.8	11	-1.6	3	9	-0.9	-3.8	-7
O=C(NCCN1CCOCC1)c1cccc(S(=O)(=O)Nc2ccc(Br)cc2)c1	11	7	8	-2.3	14	-2.9	4	12	-1.4	7.7	1
O=C(Cc1ccccc1)Nc1ccc(NC(=O)c2ccco2)cc1	0	-1	9	6.5	-6	1.0	-17	-7	-0.3	-0.3	10
Cc1ccc(NC(=O)CCC(=O)NNC(=O)c2ccco2)c(C)c1	-7	-43	5	1.6	-5	-2.1	-25	12	1.3	1.1	-3
COc1ccc2cc(C#N)c(SCC(=O)N3CC(=O)Nc4ccccc43)nc2c1	-10	-5	-14	0.9	-2	-3.7	-25	19	1.5	/	1
CC1(C)Cc2c(sc(NC(=O)C(=O)N3CCCC3)c2C#N)CO1	0	15	-8	0.6	0	2.1	-3	-11	0.8	2.7	0
COc1ccc2[nH]c(C(=O)N/N=C/c3cc(OC)c(OC)c(OC)c3)cc2c1	-1	28	528	3.2	1	1.0	8	-5	2.2	1.6	0
COC(=O)c1ccccc1NC(=O)NCc1ccco1	1	-3	-9	1.5	-4	-1.2	9	7	2.6	1.2	-8
CC1(C)NC(=O)N(CCCCOc2ccc(Br)cc2Cl)C1=O	-9	17	2	1.1	-5	-0.7	-35	3	1.4	3.8	2
Cc1[nH]c2ccc(-c3n[nH]c(=S)n3Cc3ccccc3)cc2c1C	-6	-11	-6	2.5	-8	0.7	20	-4	-0.2	3.9	2
O=C1C=C(Nc2cccnc2)c2ccccc2C1=O	-11	13	/	/	-4	10	-4	-45	/	0.5	-7
N/C(=N\OS(=O)(=O)c1ccc2ccccc2c1)c1ccccn1	-3	15	/	/	-5	-2.6	4	12	/	2.1	-2
Oc1ccc(Br)cc1/C=N/N1CCN(Cc2cccc3ccccc23)CC1	6	5	3	-3.3	-5	-1.1	-13	6	-2.1	2.1	-13
O=C(CSc1nnc(SCc2ccccc2)s1)N/N=C/C=C/c1ccccc1[N+](=O)[O-]	0	-3	0	-0.1	-2	-1.5	10	8	-0.8	-4.3	2
CN(C(=O)CN1CCC(NC(=O)c2ccccc2Br)CC1)C1CCCCC1	6	22	-8	1.0	6	0.2	6	-2	-0.3	2.1	-6
O=C(O)c1ccccc1Oc1ccc(Oc2ccccc2)cc1	-6	-10	-5	2.5	-4	-1.1	3	5	0.4	0.7	2
COc1ccc(N2C(=O)NC(NS(=O)(=O)c3ccccc3)(C(F)(F)F)C2=O)cc1 (stereo unspecified)	-4	-14	57	1.5	-2	-1.3	4	7	3.2	2.5	-7
O=C(CN1C(=O)c2ccc([N+](=O)[O-])cc2C1=O)NCc1ccc(C(=O)O)cc1	-3	-7	-8	3.6	-7	-0.4	-6	2	-0.9	2.9	-1
COc1ccc(OC(=O)COc2cccc(C)c2)cc1	-8	-2	-6	0.7	0	-2.4	-17	12	-0.6	1.1	-3
CCn1c(SCc2cccnc2)nnc1-c1c[nH]c2ccccc12	5	8	-3	1.7	-14	-1.0	-6	6	-0.4	-0.1	2
CCOc1ccc(NC(=O)CSc2nnc(-c3ccccn3)n2N)cc1	5	/	3	1.0	-3	-2.2	6	11	-0.9	3.1	0

Among those listed so far, 2 contain a nitro group on carbon.
SMILES	PKA-R2B act	PfHsp90 set2	SUMO Mot1 rescue	AddAB inh	PKA-R1A act	OPRM1-OPRD1 ag	HTR5A inv ag	OPRM1-OPRD1 inv	Ecoli viability	phage Ecoli inh	Tat export inh
O=C(CSc1nnc(SCc2ccccc2)s1)N/N=C/C=C/c1ccccc1[N+](=O)[O-]	0	-3	0	-0.1	-2	-1.5	10	8	-0.8	-4.3	2
O=C(CN1C(=O)c2ccc([N+](=O)[O-])cc2C1=O)NCc1ccc(C(=O)O)cc1	-3	-7	-8	3.6	-7	-0.4	-6	2	-0.9	2.9	-1

(list continues)
SMILES	PKA-R2B act	PfHsp90 set2	SUMO Mot1 rescue	AddAB inh	PKA-R1A act	OPRM1-OPRD1 ag	HTR5A inv ag	OPRM1-OPRD1 inv	Ecoli viability	phage Ecoli inh	Tat export inh
COc1ccc(CC(=O)NCc2nnc(SCC(=O)c3ccc(OC)cc3)n2C)cc1	-6	/	7	-0.7	3	-1.8	-52	9	-0.6	1.1	5
CCOC(=O)[C@H]1[C@H]2COc3ccc(Br)cc3[C@H]2N2C(=O)CN(Cc3ccc(C)cc3)C(=O)[C@@]12C	-5	-5	/	/	-5	-1.4	-18	7	/	0.7	-5
Cc1c(C(=O)N2CCOCC2)sc(NC(=O)c2ccc3c(c2)OCO3)c1C#N	-1	21	3	-1.8	3	2.5	13	-15	-0.9	1.2	0
Cc1ccc(S(=O)(=O)Nc2c(C)cc([N+](=O)[O-])cc2C)cc1	0	-21	/	/	2	-3.0	-2	15	/	2.2	8
COCCOC(=O)C1=C(C)NC(=O)NC1c1c(OC)ncnc1OC (stereo unspecified)	3	-22	11	-1.5	-3	-3.1	20	19	-0.2	3.0	-4
COC(=O)c1sc(-c2ccccc2)cc1NC(=O)C1CC1	1	0	-1	-0.4	-8	2.3	0	-11	0.7	2.7	-6
O=C1/C(=C/c2ccncc2)CCC/C1=C\c1ccncc1	-4	102*	/	/	-3	-5.7	7	30	/	-2.1	0
CCc1ccc(NC(=O)CSc2nc3cc(C(=O)OC)ccc3c(=O)n2CC2CCCO2)cc1 (stereo unspecified)	-7	-7	-4	-1.5	-12	-4.6	-13	20	2.9	2.9	-4
Cc1nc(SC(C)C(=O)Nc2cccc(C(F)(F)F)c2)c2c(C)c(C(=O)O)sc2n1 (stereo unspecified)	2	-31	/	4.4	5	-2.3	-3	12	0.0	1.1	-10
COc1cccc(-c2csc(N3CCN(C(=S)Nc4cccc(Cl)c4)CC3)n2)c1	2	-6	14	1.3	5	2.8	1	-16	-1.8	3.3	-6
CC(=O)Nc1ccc(OCC(O)Cn2ccnc2C)cc1 (stereo unspecified)	-9	13	5	-2.9	9	-1.1	-8	7	-1.3	3.6	6
COc1ccc(NC(=O)Nc2cccc3ccccc23)cc1OC	2	15	-11	0.9	0	-1.9	-7	10	-1.4	1.6	-5
CC(=O)Nc1ccc(S(=O)(=O)NCCCCNS(=O)(=O)c2ccc(NC(C)=O)cc2)cc1	-4	23	11	0.8	4	-3.4	-9	16	-0.7	-0.2	4
O=C(CN(C(=O)CCC(=O)Nc1nccs1)c1ccc(F)cc1)NCc1ccc(F)cc1	-3	12	-2	-0.7	0	-1.8	-8	10	-2.3	-1.1	9
Cc1ccc(S(=O)(=O)/C=C/c2ccccc2)cc1	-1	2	53	1.5	0	-0.5	19	2	1.3	4.2	-15
O=c1[nH]c2ccc(S(=O)(=O)N3CCCCC3)cc2o1	-6	-5	5	4.3	-11	-1.7	13	9	3.5	2.2	-5
CCn1c(SCC(=O)Nc2cc(C)on2)nnc1-c1ccc(S(=O)(=O)N2CCCC2)cc1	-1	/	13	2.1	9	-1.4	6	7	0.5	2.8	-10
COc1ccc(N(CC(=O)NCc2ccc(F)cc2)C(=O)CCC(=O)Nc2nccs2)cc1	-12	-24	445	5.7	-8	1.0	6	-5	1.6	-0.6	2
CCOC(=O)N/N=C/c1ccccc1OCc1ccc(Cl)cc1	2	-7	7	-0.2	0	-0.2	-2	1	-2.0	2.8	4
CCOP(=O)(OCC)C(Nc1ccc(OC)cc1)c1ccco1 (stereo unspecified)	2	4	0	1.1	-3	-1.0	-5	5	0.8	1.4	3
CCC(SC1=Nc2ccccc2C2=NC(CC(C)C)C(=O)N12)C(=O)Nc1ccc2c(c1)OCO2 (stereo unspecified)	-3	-37	1	-0.1	2	-1.6	-6	10	1.2	3.4	-4
CC(C)C(C)N(Cc1ccc(C(=O)O)cc1)C(=O)c1ccc2ccccc2n1 (stereo unspecified)	0	17	-5	-2.1	-3	-1.1	10	5	-3.9	3.0	0

Screening results as filed in PubChem.

Compounds were not picked by outcome. Share with any hit: about 2.2%.
